Screening results (PubChem BioAssay)
RGS4 pot – RGS4 potentiation or activation | HEK293 M3R/inducible RGS4, carbachol calcium flux Fluo4; stronger effect = lower value | B-score at 10 µM | actives 0.92% (n = 310,000) | AID 463111;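 active = B-score of the integrated calcium signal more than 4 SD below the library mean, with starting fluorescence not abnormally high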;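 note: negative B-score means reduced calcium response which marks RGS4 activation or potentiation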
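test system = HEK293 cells with stable M3R and inducible RGS4 | schedule = recording 10 s baseline at 1 Hz, 100 s post-agonist | technique = Fluo4-AM (2 µM) calcium-flux fluorescence, kinetic read | measure = Agonist-evoked peak-minus-minimum fluorescence over baseline, integrated ratio, B score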
HDAC3 inh – human HDAC3 inhibition. O15379. recombinant HDAC3, fluorogenic peptide/trypsin coupled, fluorescence. inhibition, % at 8.3 µM. actives 0.15% (n = 320,000). AID 2718; in the data active = inhibition above about 26%, passing the limit was not always enough; inconclusive = no clear call, values can overlap the other calls
MrgX1 ag – human MrgX1 receptor agonism, primary screen; AID 588627; MrgX1-HEK293 cells, Fluo-4 calcium fluorescence, agonist mode; stronger effect = higher value; B-score at 10 µM; actives 0.44% (n = 310,000); Q96LB2;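 active = calcium response B-score plate-corrected fluorescence ratio at least 3 library SD, with starting fluorescence B-score inside 5 SD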
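Test system: HEK293 cells stably expressing human MrgX1 receptor; amount: 15,000 cells per well; doses: compound delivered in addition one of three; times: overnight plating before 1 h dye loading; detection: Fluo-4 NW calcium-flux fluorescence, kinetic read; read-out basis: B-scored fluorescence response ratio; controls: positive and negative controls per plate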
TMEM16A inh – inhibitors of mouse TMEM16A calcium-activated chloride channel. AID 588511. normalized B-score (activity score, 25-100; higher = stronger inhibition) at 10 µM. HEK293 TMEM16A/YFP iodide influx fluorescence, ionomycin. actives 1.2% (n = 310,000). Q8BHY3;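 active = ratio plate-corrected score three or more library SD toward inhibition, starting fluorescence score within five deviations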;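 note: score derived from kinetic fluorescence span divided by baseline fluorescence per well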
SKKanGAS inh – SKKanGAS growth inhibition; S. pyogenes SKKanGAS, kanamycin growth, BacTiter-Glo, 6 h; inhibition, % at 7.5 µM; actives 1.3% (n = 300,000);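 active = mean replicate score, as percent of positive control median, at least 50; inconclusive = mean below 50 but one replicate at or above 50; inactive = mean and every replicate below 50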;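 note: strain carries kanamycin resistance gene driven by streptokinase promoter and grows in 40 µg/ml kanamycin; loss of luminescence reflects streptokinase promoter inhibition or plain growth inhibition; 0% = median of DMSO wells and 100% = positive control at its reference dose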
MrgX1 allo act – human MrgX1 positive allosteric modulation, primary screen. Q96LB2. MrgX1-HEK293, Fluo-4 calcium flux, FDSS; stronger effect = higher value. B-score at 10 µM. actives 0.63% (n = 310,000). AID 588675;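 active = plate-corrected calcium response at least 3 library SD above typical, normal starting fluorescence, not activating the receptor alone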;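 note: compound read alongside a low EC10 to EC30 dose of BAM8-22 agonist; peak minus trough fluorescence over baseline measured at the second addition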
RGS4 block – human RGS4 inhibition. P49798. HEK293 M3R/RGS4 inducible, Fluo-4 calcium flux; stronger effect = higher value; triggered by carbachol at its EC20. B-score at 10 µM. actives 0.45% (n = 310,000);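 active = B-score, a plate-corrected calcium signal, over three deviations above library mean, with baseline fluorescence within five deviations of library mean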;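 note: RGS4 expression induced by doxycycline in cells with stable M3 receptor; B-score is computed from the integrated fluorescence ratio over baseline after carbachol; higher B-score means a larger calcium signal and so more RGS4 inhibition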
Target sequence (P49798 whole entry, looked up): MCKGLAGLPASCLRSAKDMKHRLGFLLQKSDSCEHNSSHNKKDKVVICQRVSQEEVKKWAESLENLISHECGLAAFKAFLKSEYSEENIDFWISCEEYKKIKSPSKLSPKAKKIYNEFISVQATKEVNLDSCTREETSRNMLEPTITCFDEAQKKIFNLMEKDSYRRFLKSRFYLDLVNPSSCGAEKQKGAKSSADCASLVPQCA
MrgX1 antagonist – antagonists of human MrgX1 receptor | Q96LB2 | MRGX1-HEK293 calcium flux, Fluo-4, BAM8-22 antagonism; stronger effect = lower value | B-score at 10 µM | actives 1.3% (n = 310,000) | AID 588676;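 active = calcium-response B-score plate-corrected more than 3 library SD below zero, starting fluorescence within 5 deviations, no agonist response on first addition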;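 note: peak minus trough fluorescence over baseline after final BAM8-22 challenge near maximal dose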
TRPC6 inh – inhibitors of mouse TRPC6 channel | Q61143 | HEK293-TRPC6, membrane potential dye, ACh-evoked depolarization; stronger effect = lower value | B-score at 10 µM | actives 1.1% (n = 310,000) | AID 2553;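 active = B-score under library mean minus 3 SD, initial fluorescence not abnormally high, positive integrated signal ratio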;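 note: B-score derived from integrated fluorescence ratio over the kinetic read; more negative B-score means stronger inhibition of depolarization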
Target sequence (Q61143 whole entry, looked up): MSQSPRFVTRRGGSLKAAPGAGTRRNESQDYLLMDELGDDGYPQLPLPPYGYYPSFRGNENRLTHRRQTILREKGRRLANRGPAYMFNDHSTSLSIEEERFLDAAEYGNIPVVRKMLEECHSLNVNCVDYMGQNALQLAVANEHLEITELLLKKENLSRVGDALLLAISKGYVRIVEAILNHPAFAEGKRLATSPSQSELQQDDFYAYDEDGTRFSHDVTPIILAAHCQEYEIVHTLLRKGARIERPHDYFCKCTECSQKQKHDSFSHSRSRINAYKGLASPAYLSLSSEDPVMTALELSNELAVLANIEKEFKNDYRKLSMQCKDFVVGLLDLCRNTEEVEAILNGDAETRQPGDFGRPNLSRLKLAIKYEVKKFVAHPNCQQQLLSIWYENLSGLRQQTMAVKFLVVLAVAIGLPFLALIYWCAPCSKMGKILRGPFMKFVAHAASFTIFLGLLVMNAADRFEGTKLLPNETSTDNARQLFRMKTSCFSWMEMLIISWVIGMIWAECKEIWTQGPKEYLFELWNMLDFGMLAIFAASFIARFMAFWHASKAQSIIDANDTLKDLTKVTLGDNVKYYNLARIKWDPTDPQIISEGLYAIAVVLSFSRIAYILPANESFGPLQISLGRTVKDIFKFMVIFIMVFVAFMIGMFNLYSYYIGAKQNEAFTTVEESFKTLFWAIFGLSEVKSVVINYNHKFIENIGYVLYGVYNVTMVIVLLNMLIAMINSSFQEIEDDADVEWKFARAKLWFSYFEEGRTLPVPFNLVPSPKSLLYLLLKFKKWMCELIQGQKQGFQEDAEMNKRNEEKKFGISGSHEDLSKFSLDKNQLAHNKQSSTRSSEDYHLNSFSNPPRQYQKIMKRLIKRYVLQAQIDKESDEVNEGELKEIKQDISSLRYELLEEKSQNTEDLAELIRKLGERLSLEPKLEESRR
TRPC6 activator – mouse TRPC6 channel activation. actives 0.13% (n = 310,000). HEK293-TRPC6 membrane potential dye fluorescence; stronger effect = higher value. B-score at 10 µM. AID 2550;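 active = B-score of the integrated fluorescence ratio above library mean plus 3 SD, and starting fluorescence ratio within library mean plus 5 SD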;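 note: higher score means more depolarization so channel activation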
ANO1 activ – mouse TMEM16A channel activation, primary screen; HEK293 TMEM16A/YFP-H148Q/I152L, iodide quench fluorescence; stronger effect = lower value; actives 0.3% (n = 340,000); B-score at 10 µM; Q8BHY3; AID 623877;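 active = fluorescence-ratio B-score plate-corrected deviation score at least 3 library SD below zero, with starting fluorescence score within 5 deviations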;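 note: channel opened by trigger with iodide after compound preincubation; score built on the fluorescence ratio of max minus min over baseline; more negative score means more quench and so TMEM16A activation or potentiation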
* marks the source's active call; other numbers are inactive results; i = inactive; ? = inconclusive; / = not tested or not shown.

SMILES | RGS4 pot | HDAC3 inh | MrgX1 ag | TMEM16A inh | SKKanGAS inh | MrgX1 allo act | RGS4 block | MrgX1 antagonist | TRPC6 inh | TRPC6 activator | ANO1 activ
Cc1ccc(NC(=O)c2oc3ccccc3c2NC(=O)c2ccc3c(c2)OCO3)cc1 | i | 0 | i | i | 0 | i | i | i | i | i | i
Cc1cc([N+](=O)[O-])c(C)cc1-c1ccc(/C=N/n2cnnc2)o1 | i | 16 | i | i | -3 | i | i | i | -5.8* | i | i
CS(=O)(=O)N(CC(=O)N1CCN(C(c2ccccc2)c2ccccc2)CC1)C1CCCCC1 | i | 12 | i | i | 2 | i | i | i | i | i | i
CC1=NN(c2ccccc2)C(=O)/C1=C\c1cn(-c2ccccc2)nc1C | i | 3 | i | i | -1 | i | i | i | i | i | i
COc1ccc2nc(C)cc(SCC(=O)N/N=C/c3ccco3)c2c1 | i | -1 | i | i | -1 | i | i | i | i | i | i
Cc1ccc(S(=O)(=O)NCc2ccccc2)cc1C(=O)NCC1CCCO1 (stereo not drawn) | i | / | i | i | -5 | i | i | i | i | i | i
CN(CC(=O)Nc1ccc(Cl)cc1)C(=O)c1cc(-c2cccs2)nn1-c1ccccc1 | -8.5* | 12 | i | i | 23 | i | i | i | i | i | i
CS(=O)(=O)NN1C(=O)c2ccccc2NC1c1cccs1 (stereo not drawn) | i | ? | i | i | 8 | i | i | i | i | i | i
COCCCN=C1NN=C(c2cc(C)n(-c3ccccc3F)c2C)CS1 | i | 3 | i | i | 9 | i | i | i | i | i | i
COc1ccc(-c2cc3c(=O)n(CC(=O)NC4CCN(Cc5ccccc5)CC4)ncn3n2)cc1 | i | -2 | i | i | -13 | i | i | i | i | i | i
Cc1cc(C)c2c(=O)[nH]c(=O)n(Cc3ccccc3)c2n1 | i | 11 | i | i | 2 | i | i | i | i | i | i
CCOC(=O)Nc1c(O)ccc2oc(C)c(-c3ccccc3)c12 | i | -2 | i | i | -2 | i | i | i | i | i | i
CCCCCCSc1cc(-c2nc3cc(C)ccn3c2NC2CCCCC2)ccc1OC | i | -2 | i | i | 33 | i | i | i | i | i | i
CN1N=C(C(=O)N2CCCC(Nc3ccc(F)c(F)c3)C2)CCC1=O (stereo not drawn) | i | -10 | i | i | 1 | i | i | i | i | i | i
Cc1ccc([N+](=O)[O-])cc1S(=O)(=O)Nc1ccccn1 | i | -1 | i | i | -19 | i | i | i | i | i | i
CC1(C)CC(=O)C2=C(C1)Nc1ncnn1C2c1cccs1 (stereo not drawn) | i | 7 | i | i | 6 | i | i | i | i | i | i
CN(C)/C=N/c1c(C#N)cnn1-c1nc2ccccc2s1 | i | 0 | i | i | 0 | i | i | i | i | i | i
Cc1ccc(S(=O)(=O)N2CCC(C(=O)Nc3ccc(S(=O)(=O)N4CCCC4)cc3)CC2)cc1C | i | 4 | i | i | 11 | i | i | i | i | i | i
COc1ccc([C@H]2[C@H]3C=CC[C@@H](C)[C@@H]3C(=O)N2Cc2ccccc2)cc1Cl | i | 16 | i | i | 22 | i | i | i | i | i | i
COC(=O)c1ccc(CN(c2ccccc2OC)S(=O)(=O)c2cccs2)o1 | i | -2 | i | i | 4 | i | i | i | i | i | i
OCCNC(=S)NCCc1ccccc1 | i | -2 | i | i | 0 | i | i | i | i | i | i
Fc1ccc(NC(=S)NCc2ccc3c(c2)OCO3)cc1 | i | 2 | i | i | 3 | i | i | i | i | i | i
CCC(=O)Nc1nc(-c2ccccc2)nc(SC)c1C(C)=O | i | 0 | i | i | -14 | i | i | i | i | i | i
Cc1ccc(NC(=O)CCC(=O)OCCCC(F)(F)C(F)(F)F)cc1 | i | 17 | i | i | -10 | i | i | i | i | i | i
O=C(Cn1cnc2c(nnn2-c2ccc(F)cc2)c1=O)NCC1CCCO1 (stereo not drawn) | i | -6 | i | i | -3 | i | i | i | i | i | i

(continued)
SMILES | RGS4 pot | HDAC3 inh | MrgX1 ag | TMEM16A inh | SKKanGAS inh | MrgX1 allo act | RGS4 block | MrgX1 antagonist | TRPC6 inh | TRPC6 activator | ANO1 activ
CCOc1ccccc1NC(=O)C1CCN(c2nc(-c3ccc(OC)cc3)no2)CC1 | i | -4 | i | i | 2 | i | i | i | i | i | i
COCCCNC(=S)NNC(=O)c1ccc2c(c1)OCO2 | i | -4 | i | i | -2 | i | i | i | i | i | i
CC1CCCC(NS(=O)(=O)c2ccc3c(c2)OCCO3)C1C (stereo not drawn) | i | 1 | i | i | 7 | i | i | i | i | i | i
COc1ccccc1-c1n[nH]c(=S)n1Cc1ccccc1 | i | -5 | i | i | -9 | i | i | i | i | i | i
CC1CCCN(CCSc2ccc(Cl)cc2)C1 (stereo not drawn) | i | 0 | i | i | 2 | i | i | i | i | i | i
O=C(O)CN=C1NC2(CCCC2)Cc2ccccc21 | i | 0 | i | i | 3 | i | i | i | i | i | i
Cc1cccc2cn[nH]c12 | i | -6 | i | i | 2 | i | i | i | i | i | i
C/C(=N\OCc1ccc(C#N)cc1)c1cc2ccccc2o1 | i | 2 | i | i | -18 | i | i | i | i | i | i
CCCc1nc2ccccc2n1CCc1ccccc1 | i | -1 | i | i | 12 | i | i | i | i | i | i
c1ccc(C2Nc3ccccc3-c3nc4ccccc4n32)cc1 (stereo not drawn) | i | -49 | i | i | 3 | i | i | i | i | i | i
O=S(=O)(c1ccccc1)c1nc(-c2ccco2)oc1NCCCn1ccnc1 | i | 2 | i | i | 5 | i | i | i | i | i | i
CCn1ncc(Br)c1C(=O)Nc1ccc(C(C)C)cc1 | i | 11 | i | i | 15 | i | i | i | i | i | i
CCOc1cccc(OCCNC2CCCC2)c1 | i | -3 | i | i | -7 | i | i | i | i | i | i
COc1cc(SC)ccc1C(=O)NNC(=O)c1cc(C)oc1C | i | 6 | i | i | 45 | i | i | -4.8* | i | i | i
CCOC(=O)CSCC(=O)Nc1nnc(-c2cccc([N+](=O)[O-])c2)s1 | i | -3 | i | i | 3 | i | i | i | i | i | i
COc1ccc(C2=NO[C@@H]3[C@@H]4C[C@@H]([C@H]5C(=O)N(C)C(=O)[C@@H]45)[C@H]23)c(OC)c1 | i | -8 | i | i | -5 | i | i | i | i | i | i
CCCNC(=O)Cn1nc(C)n2c(cc3cc(F)ccc32)c1=O | i | -12 | i | i | -1 | i | i | i | i | i | i
CCC(NC(=O)Nc1cc(OC)c(OC)c(OC)c1)(C(F)(F)F)C(F)(F)F | i | 14 | i | i | -6 | i | i | i | i | i | i
CC(=O)NC1(NC(C)=O)CCN(C)CC1 | i | -5 | i | i | 0 | i | i | i | i | i | i
CN1CCN(S(=O)(=O)c2cccc(C(=O)NCCOc3ccccc3F)c2)CC1 | i | 3 | i | i | 1 | i | i | i | i | i | i
CN(c1ccc([N+](=O)[O-])cc1C(N)=O)C1CCCCC1 | i | 11 | i | i | -10 | i | i | i | i | i | i
CCCCc1nnc(SCC(=O)Nc2nccs2)n1C | i | -8 | i | i | -5 | i | i | i | i | i | i
COc1ccc(C)cc1S(=O)(=O)N(CC(=O)Nc1cccc([N+](=O)[O-])c1)c1cc(C)cc(C)c1 | i | 6 | i | i | 14 | i | i | i | i | i | i
CCOC(=O)C1=C(C)NC(=O)NC1c1ccc(OC(=O)c2ccco2)cc1 (stereo not drawn) | i | 3 | i | i | -3 | i | i | i | i | i | i
CC(C)(C)NC(=O)C(c1ccc(F)cc1)N(Cc1ccco1)C(=O)Cn1nnc(-c2cccs2)n1 (stereo not drawn) | i | -3 | i | i | -1 | i | i | i | i | i | i

Remaining list, next part
SMILES | RGS4 pot | HDAC3 inh | MrgX1 ag | TMEM16A inh | SKKanGAS inh | MrgX1 allo act | RGS4 block | MrgX1 antagonist | TRPC6 inh | TRPC6 activator | ANO1 activ
O=C(O)Cn1c2c(c3ccccc31)CSc1ccc(Cl)cc1-2 | i | -1 | i | i | -1 | i | i | i | i | i | i
CCc1ccc(NC(=O)c2ccc3ncsc3c2)cc1 | i | / | / | / | -7 | / | i | / | i | i | /
CCCCCCCN1CCC(=O)N([C@H](CO)c2ccccc2)CC1 | i | -1 | i | i | 0 | i | i | i | i | i | i
Cc1cc(C)n(C(=O)c2ccc(C)c(S(=O)(=O)N3CCCCC3)c2)n1 | i | 3 | i | i | 2 | i | i | i | i | i | i
CN(C(=O)CSc1nnc(CN2CCCC2)n1Cc1ccccc1)c1ccccc1 | i | -1 | i | i | -1 | i | i | i | i | i | i
Cc1ccc(S(=O)(=O)Oc2ccc(/C=C3\N=C(c4cccc(C)c4)OC3=O)cc2)cc1 | i | -2 | i | i | 3 | i | i | i | i | i | i
O=C(CCC(=O)N1CCN(S(=O)(=O)c2cccc(F)c2)CC1)c1cccs1 | i | 0 | i | i | 2 | i | i | i | i | i | i
CCN(CC)C(=O)C1CC(=O)N(c2ccc(F)c(Cl)c2)C1 (stereo not drawn) | i | -7 | i | i | -6 | i | i | i | i | i | i
Cc1ccc(C(=O)N2CCN(Cc3ccc4c(c3)OCO4)CC2)o1 | i | ? | i | i | -1 | i | i | i | i | i | i
C#CCOCCOCCOCCNc1nc(N2CCN(C(=O)[C@H](CCC(=O)O)n3cc(C(N)CO)nn3)CC2)nc(N2CCN(C(=O)[C@H](CCC(=O)O)n3cc(C(N)CC(C)C)nn3)CC2)n1 (stereo partly drawn) | i | / | / | / | 0 | / | i | / | i | i | /
COc1ccc(NC(=O)C2CCCN(S(C)(=O)=O)C2)cc1Cl (stereo not drawn) | i | -5 | i | i | -3 | i | i | i | i | i | i
CCOc1ccccc1NC(=O)C1CCN(C(=O)C2CC(=O)N(c3ccc(C)cc3)C2)CC1 (stereo not drawn) | i | -3 | i | i | 0 | i | i | i | i | i | i
NNC(=O)/C(=C\c1ccco1)NC(=O)c1ccco1 | i | 3 | i | i | -1 | i | i | i | i | i | i
CC1CCc2nn(CC(=O)N3CCN(C(=O)c4ccco4)CC3)cc2C1 (stereo not drawn) | i | 0 | i | i | -1 | i | i | i | i | i | i
CC1CC(C)CN(CCCNC(=O)Cn2ncc3c(=O)oc4ccccc4c32)C1 (stereo not drawn) | i | -3 | i | i | -8 | i | i | i | i | i | i
COc1cccc(N(CC(=O)Nc2cccnc2)S(C)(=O)=O)c1 | i | 1 | i | i | -6 | i | i | i | i | i | i
